# Screening data (PubChem)
# HTR1A agonist = 5-HT1a (human) receptor agonism; P08908; CHO 5-HT1a Ga15 NFAT-bla reporter, FRET ratio; 0% basal, 100% maximal reference agonist; activation, % at 10 µM; 65,000 compounds, 0.56% hits; AID 567;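 active = activation above the screen-wide mean activation plus 3 SD, cut at about 19% in these data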;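 also: 0% = DMSO wells and 100% = 5-CT at EC100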
# 5-HT1A blocker = antagonists of human 5-HT1a serotonin receptor. 62,000 compounds, 0.68% hits. P08908. AID 612. CHO 5-HT1a Ga15 NFAT-bla reporter, antagonist mode. inhibition, % at 10 µM;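 active = inhibition above the mean of all tested compounds plus 3 SD, cut at about 43% in these data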;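 also: receptor stimulated by 5-CT agonist at 100 nM near EC80; beta-lactamase reporter measured by ratiometric fluorescence of a cleavable substrate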
# D1 allo mod = allosteric modulators of human D1 dopamine receptor. B-score at 10 µM. 58,000 compounds, 5.9% hits. P21728. HEK293 D1, CRE-luciferase, dopamine EC30 potentiation; actives deviate in either direction;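 active = luminescence count or its row- and column-corrected plate score outside the 99.7% band of the plate's sample wells, on either side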
# S1P1 ag pot = activates or potentiates agonism at human S1P1 receptor. activation, % at 9.5 µM. S1P1 CRE-bla cells, forskolin, beta-lactamase FRET, potentiator mode; S1P1 agonist co-added at EC20, 2 nM; 100% = saturating reference agonist, 0% = basal. AID 449. 56,000 compounds, 0.57% hits;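 active = activation above a cutoff set at the mean activation of all tested compounds plus 3 SD, cut at about 54% in these data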;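 also: forskolin at 4 µM as EC80 and the EC20 agonist is SEW2871; 100% = SEW2871 at its EC100 plus forskolin at EC80; some compounds past the cut are filed as inactive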
# Target sequence (P21453 whole entry, looked up): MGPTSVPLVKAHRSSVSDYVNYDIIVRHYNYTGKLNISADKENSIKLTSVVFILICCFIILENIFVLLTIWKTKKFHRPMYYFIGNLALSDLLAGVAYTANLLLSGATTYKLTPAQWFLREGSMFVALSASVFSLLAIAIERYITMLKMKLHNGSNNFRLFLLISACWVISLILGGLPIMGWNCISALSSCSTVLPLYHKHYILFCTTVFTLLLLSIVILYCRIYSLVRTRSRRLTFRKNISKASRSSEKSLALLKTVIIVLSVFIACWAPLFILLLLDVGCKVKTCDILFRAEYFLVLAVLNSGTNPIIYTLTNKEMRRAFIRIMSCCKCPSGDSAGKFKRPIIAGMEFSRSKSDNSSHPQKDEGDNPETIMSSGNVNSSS
# S1P3 agonist = agonists of human S1P3 receptor; Q99500; S1P3 NFAT-BLA reporter cells, agonism, FRET ratio; relative to 1 µM S1P, basal subtracted; activation, % at 4.5 µM; 60,000 compounds, 0.1% hits; AID 373;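 active = activation above the screen-wide mean plus 3 SD, cut at about 4.5% in these data, passing the limit was not always enough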; also: some compounds called inactive have numbers as strong as hits
#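 Benchmarks: high control 1 µM S1P / System: stable CHO line with human S1P3, Gα16, NFAT-BLA reporter / Dosing: single compound concentration, 4.5 µM final / Timing: 4 h compound at 37 °C, 2 h substrate at RT / Measured by: FRET β-lactamase substrate fluorescence, excitation 405 nm, 460/535 nm emission ratio, background-subtracted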
# 5HT1E ag = activates the human 5-HT1E serotonin receptor; P28566; AID 574; 65,000 compounds, 0.69% hits; activation, % at 6 µM; CHO 5-HT1E Ga15 NFAT-bla reporter, FRET; 0% DMSO wells, 100% control agonist wells;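 active = activation above a set limit, the screen-wide mean activation plus 3 SD, cut at about 8.5% in these data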;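 also: 100% = positive control agonist at 1 µM giving full maximal response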
# Target sequence (P28566 whole entry, looked up): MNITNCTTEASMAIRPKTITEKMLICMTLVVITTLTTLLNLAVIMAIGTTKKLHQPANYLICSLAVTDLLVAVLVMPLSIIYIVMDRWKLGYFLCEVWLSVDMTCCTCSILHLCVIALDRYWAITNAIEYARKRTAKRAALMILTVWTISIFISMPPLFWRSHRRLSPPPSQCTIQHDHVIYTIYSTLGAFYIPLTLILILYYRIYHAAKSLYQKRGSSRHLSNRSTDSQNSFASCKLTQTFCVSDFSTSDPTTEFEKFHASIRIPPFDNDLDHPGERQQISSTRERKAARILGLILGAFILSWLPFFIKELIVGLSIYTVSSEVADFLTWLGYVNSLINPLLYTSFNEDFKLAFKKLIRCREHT
# Jurkat viability = cytotoxic compounds reducing Jurkat cell viability; Jurkat E6.1 viability, ATP luminescence, 48 h; inhibition, % at 4 µM; 56,000 compounds, 1.2% hits; AID 463;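 active = inhibition above the mean inhibition of all tested compounds plus 3 SD, cut at about 28% in these data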
# HEK293 NFkB inh = lowers PMA/ionomycin-induced NF-kB signal in HEK293 cells; HEK-293 NF-kB luciferase reporter, luminescence; inhibition, % at 3 µM; 62,000 compounds, 0.21% hits; AID 465;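 active = inhibition above the mean of all tested compounds plus 3 SD, cut at about 40% in these data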;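 also: 0% = stimulated DMSO wells and 100% = 10 µM reference inhibitor 5653914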
#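 Material: HEK-293 cells with stable firefly luciferase reporter driven by four HIV NF-kB elements / Also added: PMA plus ionomycin mix as NF-kB-activating stimulus / Compound dosing: 3 µM once, 0.30% DMSO / Times: 1 h pretreatment, 16 h stimulation, 37 °C / Signal: luminescence / Evaluation: per-plate % inhibition versus controls / Benchmarks: DMSO and 10 µM reference inhibitor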
# 5HT1E antag = antagonists of human 5-HT1E serotonin receptor; P28566; CHO 5-HT1E Ga15 NFAT-bla reporter, FRET, antagonist; inhibition, % at 6 µM; 65,000 compounds, 0.99% hits; AID 571;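 active = inhibition above a set limit, the mean inhibition across every tested compound plus 3 SD, cut at about 29% in these data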;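 also: signal is the 460 over 535 nm emission ratio of beta-lactamase substrate; 0% = agonist plus DMSO wells and 100% = wells without agonist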
# * hit, by the source's call; x = no result given. Random draw from the library; any-hit rate near 8.3%.
SMILES,HTR1A agonist,5-HT1A blocker,D1 allo mod,S1P1 ag pot,S1P3 agonist,5HT1E ag,Jurkat viability,HEK293 NFkB inh,5HT1E antag
CSC1=NCCN1C(=O)c1c(F)cccc1F,0.0,2,2,-19,0.1,-0.1,-2,9,-9
COC(=O)C(C)Sc1nc2c([nH]c3ccccc32)c(=O)n1C (stereo not drawn),0.4,2,1.6,x,x,0.0,x,9,1
COCc1nc(-c2ccc(-c3ccc(OC)cc3)nc2OC)no1,1.2,-13,1.2,-21,-2.3,1.1,-1,3,4
Cc1nc2oc3ccccc3c(=O)c2c(=O)n1Cc1ccccc1,-4.6,8,0.51,-17,-0.8,1.2,2,3,16
CCOC(=O)C1C2C=CC3(CN(Cc4ccco4)C(=O)C13)O2 (stereo not drawn),-2.4,7,-0.67,5,-0.3,0.3,4,10,6
COc1ccc(OCC(=O)N2CCN(C(=O)c3cccc4ccccc34)CC2)cc1,2.6,x,-0.26,-1,-3.8,-0.2,x,x,4
Nn1c(COc2cccc(Br)c2)nnc1SCC(=O)N1CCc2ccccc2C1,1.5,-7,x,x,x,0.2,x,16,-7
CCOC(=O)c1sc(=NC(=O)c2ccc(S(=O)(=O)N3CCOCC3)cc2)n(C)c1C,-2.2,-5,0.011,-19,0.2,-0.1,3,14,0
CC(C)Sc1oc(-c2ccco2)nc1S(=O)(=O)c1ccccc1,-2.7,6,6.5*,x,x,0.4,x,16,12
Nc1nnc(-c2cc3ccccc3oc2=O)s1,-1.1,4,-0.66,-7,-0.4,0.3,4,3,2
CCOC(=O)CSC(CC)C(=O)Nc1nnc(CC)s1 (stereo not drawn),-1.2,0,-0.18,8,-0.8,-0.6,-5,4,-7
COc1ccc(S(=O)(=O)N2CCCCC2)cc1C(C)C,0.3,10,-1.8,13,-0.1,34*,-4,10,5
O=C(NCc1ccccc1Cl)C1CCN(S(=O)(=O)N2CCCCCC2)CC1,-0.2,5,0.014,13,0.8,-0.6,1,6,3
CC1CCC(NC(=O)Cn2ncc3ccccc32)CC1 (stereo not drawn),0.9,5,-0.7,-22,0.0,0.3,-1,-19,7
O=c1cc(N2CCOCC2)[nH]c(=O)n1Cc1ccc(F)cc1,-1.9,-6,0.14,-4,-0.1,1.1,5,10,-7
CCN(CC(=O)NC1CCS(=O)(=O)C1)c1nc(-c2ccccc2)nc2ccccc12 (stereo not drawn),-0.9,-6,0.34,7,0.1,0.7,6,15,-7
COC(=O)C(C)NC(=O)C1CCCN1S(=O)(=O)c1cc(C)c(Cl)cc1C (stereo not drawn),-3.1,5,0.86,13,-1.7,-0.4,5,8,1
COc1ccc(NC(=O)c2cnc(C)cn2)cc1-n1cnnn1,0.2,-6,x,17,-1.2,-0.6,-3,9,-2
O=C(NCN1C(=O)C2C3C=CC(C3)C2C1=O)Nc1nccs1 (stereo not drawn),-0.2,-7,-0.67,-30,-0.3,-0.4,8,13,0
Cc1cccc(-n2nnnc2SCC(=O)c2cc(C)n(CC3CCCO3)c2C)c1 (stereo not drawn),-2.9,-6,x,15,-0.4,0.5,-13,7,3

# Entries of single compounds from above:
# `CCOC(=O)CSC(CC)C(=O)Nc1nnc(CC)s1` (stereo not drawn) as listed: HTR1A agonist = -1.2; 5-HT1A blocker = 0; D1 allo mod = -0.18; S1P1 ag pot = 8; S1P3 agonist = -0.8; 5HT1E ag = -0.6; Jurkat viability = -5; HEK293 NFkB inh = 4; 5HT1E antag = -7
# `O=C(NCc1ccccc1Cl)C1CCN(S(=O)(=O)N2CCCCCC2)CC1` as listed: HTR1A agonist = -0.2; 5-HT1A blocker = 5; D1 allo mod = 0.014; S1P1 ag pot = 13; S1P3 agonist = 0.8; 5HT1E ag = -0.6; Jurkat viability = 1; HEK293 NFkB inh = 6; 5HT1E antag = 3

# Further compounds
SMILES,HTR1A agonist,5-HT1A blocker,D1 allo mod,S1P1 ag pot,S1P3 agonist,5HT1E ag,Jurkat viability,HEK293 NFkB inh,5HT1E antag
O=C(NCC1CCCO1)c1c(O)c2c([nH]c1=O)CCCC2 (stereo not drawn),-2.1,-4,1.2,-2,0.1,-0.3,-6,-22,-4
N#CC1=C(N)OC2=C(C(=O)CCC2)C12CCC1(CC2)OCCO1,-0.4,-3,0.26,13,-0.2,-0.3,-15,16,4
CCN(CC)CCCN1C(=O)C(=O)/C(=C(/O)c2ccc(C)cc2)C1c1ccccn1 (stereo not drawn),1.1,x,0.3,9,-2.1,0.1,x,x,-4
COc1ccc(Cl)cc1NC(=O)C1CSC(c2ccncc2)=N1 (stereo not drawn),2.8,11,2.5,-5,-1.0,0.8,2,-4,19
COc1ccc(OC)c(C2C(C(C)=O)=C(O)C(=O)N2Cc2cccnc2)c1 (stereo not drawn),2.0,-3,-0.31,10,-0.5,-0.4,-3,14,-3
COc1ccc(-c2nc3ncccn3c2Nc2ccc3c(c2)OCCO3)cc1,6.4,-1,0.48,x,x,-1.9,x,12,9
COC(=O)C1C(=O)C2=C(CC1C)NC(C)=C(C(=O)OCCOc1ccccc1)C2c1ccc(C)o1 (stereo not drawn),0.7,7,-0.97,x,x,-0.8,x,9,13
COC(=O)c1cc(OC)c(OC)c(OC)c1NC(=O)c1ccc(S(=O)(=O)N(C)C)cc1,-1.1,2,-0.07,3,-1.3,-0.5,-2,13,9
CC1CCCCC1NC(=O)c1ccc(N2CCCC2=O)cc1 (stereo not drawn),-0.3,-2,0.44,x,x,-1.5,x,17,8
CCOC(=O)c1cnc(-c2ccccc2)[nH]c1=O,-2.2,-9,0.37,11,-0.7,0.0,3,-14,5
CCn1c(=N)n(CCO)c2ccccc21,-0.6,2,-4.1*,-6,-0.6,-0.5,-6,1,-3
CCOC(=O)CN1C(=O)C(O)(C2CCc3ccccc3C2=O)c2ccccc21 (stereo not drawn),0.4,-15,0.43,x,-0.3,0.7,-5,14,-9
Nc1ccc(-c2nnc(-c3ccc(-c4ccccc4)cc3)o2)cc1,0.9,63*,-0.48,-8,0.7,2.8,2,-25,0
COc1ccc(C(=O)CSc2nc3nc(C)cc(C)c3c(=O)[nH]2)cc1OC,-1.8,-6,-0.73,-6,0.3,-0.2,4,14,-3
CCOCCOC(=O)c1[nH]c2c(c1C)C(=O)CC(c1ccc(N(C)C)cc1)C2 (stereo not drawn),1.8,8,-2.3,8,1.1,0.6,1,10,-12
CCC(C(=O)O)n1c(C(F)(F)F)nc2ccccc21 (stereo not drawn),-0.4,6,0.077,-13,0.0,0.3,-3,9,-8
Cc1cc(C)nc(SC(C)C(=O)Nc2ccc(S(N)(=O)=O)cc2)n1 (stereo not drawn),-1.1,-2,0.84,x,-0.7,1.2,7,6,0
Cc1cc2nnc(SCC(=O)NCc3cccs3)n2c(N)n1,-1.5,-10,0.19,-7,0.0,0.4,-4,-2,-2
Cc1c(N(C(=O)c2cc(=O)[nH]c3ccccc23)C(C)C)c(=O)n(-c2ccccc2)n1C,-1.2,-14,-0.43,-11,-0.4,-0.3,0,24,-10
CC(=O)N(Cc1ccc2c(c1)OCO2)C1CC(=O)N(CCc2ccccc2)C1=O (stereo not drawn),-2.7,-6,-0.0064,-2,-1.5,-0.4,-4,21,-6
Cc1cc(S(=O)(=O)N(Cc2ccccc2)Cc2ccc(N(C)C)cc2)ccc1-n1cnnn1,-1.7,17,-0.12,-1,-0.5,-1.4,0,12,10
O=C(NCC1CCCO1)Nc1cccc(Cl)c1 (stereo not drawn),-1.3,-8,0.0045,x,-1.2,-0.2,3,5,-2
Cc1nnc(N(C)C(=O)c2cccnc2)s1,-4.2,10,-0.7,1,-0.4,-0.2,-5,6,-2
Cc1onc(COc2ccccc2O)c1Br,-4.6,-17,-0.044,1,-0.3,-0.8,0,4,1
Cc1c(C#N)c2ccccc2n1CC(=O)N1CCc2ccccc2C1,-2.8,2,-0.31,5,-1.3,0.3,7,21,9
COc1cccc2c(=O)n(CC(=O)NC3CCCC3)ccc12,-0.6,3,-0.003,-12,-0.6,0.2,-1,-2,2
CCOC(=O)C1CCCN(S(=O)(=O)c2cc(OCC(N)=O)c(C)cc2Cl)C1 (stereo not drawn),-1.6,-8,0.12,x,-0.5,0.9,2,8,-9
O=C(CSc1ccc2nnc(-c3ccc(Cl)cc3)n2n1)N1CCN(c2ccccc2)CC1,0.3,0,-0.023,-17,-0.9,0.3,7,11,2
COc1ccc(C(c2sc3nc(C)nn3c2O)N2CCN(CCO)CC2)cc1OC (stereo not drawn),-3.7,3,0.17,-21,-1.2,0.7,4,11,-1
CCN1C(=O)c2ccc(-c3nc4ccccc4c(=O)o3)cc2C1=O,-0.5,-11,-0.98,-9,0.4,0.5,-10,-10,-9
CCCCOc1ccc(-c2nnn(CCC(=O)N3CCOCC3)n2)cc1,-2.4,0,-1.3,x,x,0.2,x,8,6
N#Cc1ccccc1NC(=O)COC(=O)CSc1nc2ccccc2o1,-1.3,2,0.1,-10,0.0,0.9,1,10,-2
CCOC(=O)c1ccc(N2C(=O)C3CC=C(C)CC3C2=O)cc1 (stereo not drawn),-0.9,-5,-0.23,-16,0.4,0.1,-4,0,6
O=C(Cc1c(F)cccc1Cl)Nc1ccncc1,-2.3,-1,-0.31,-5,-1.0,-0.5,10,16,8
CCN1CCN(c2nc3c(c(=O)n(C)c(=O)n3C)n2Cc2cccc3ccccc23)CC1,2.5,2,x,x,-0.7,-0.3,-6,9,-4
Cc1cccc2cc(C(c3nnnn3CC3CCCO3)N3CCCc4ccccc43)c(=O)[nH]c12 (stereo not drawn),-2.0,-18,x,-61,0.2,-0.3,8,15,-8
NC1=NC2(CCC(c3ccccc3)CC2)n2c(nc3ccccc32)N1 (stereo not drawn),7.2,-3,-0.34,-8,-0.1,1.3,-1,18,-1
Cc1ccc(CCNS(=O)(=O)c2cnc[nH]2)cc1,-2.4,-8,3.2*,2,-0.8,0.8,-5,2,8
CCN1C(=O)c2cccc3c(NC(=O)c4ccc5c(c4)OCCO5)ccc1c23,-6.2,8,0.89,-26,-0.7,0.3,-9,-9,8
N#Cc1cnc(SCCc2ccccc2)nc1N,-1.5,0,4.3,-3,-1.5,-0.6,1,23,12
CCC(c1nnnn1C(C)(C)C)N1CCN(C2CCCC2)CC1 (stereo not drawn),-2.6,8,0.004,7,-0.3,0.9,-8,-10,-1
Clc1cccc(Nc2ncnc3c2cnn3-c2ccccc2)c1,-3.1,19,-0.77,27,-0.8,0.6,2,8,10
CSC1=Nc2sc3c(c2C2=NCCN12)CCCC3,1.5,10,0.13,-39,-1.2,0.3,8,16,15
COc1ccccc1N1CCN(C(CNS(=O)(=O)c2ccc(C)cc2)c2cccnc2)CC1 (stereo not drawn),0.9,0,-0.049,x,x,0.3,x,15,2

# 2 records drawn at random from those above, as already listed:
SMILES,HTR1A agonist,5-HT1A blocker,D1 allo mod,S1P1 ag pot,S1P3 agonist,5HT1E ag,Jurkat viability,HEK293 NFkB inh,5HT1E antag
CSC1=Nc2sc3c(c2C2=NCCN12)CCCC3,1.5,10,0.13,-39,-1.2,0.3,8,16,15
Clc1cccc(Nc2ncnc3c2cnn3-c2ccccc2)c1,-3.1,19,-0.77,27,-0.8,0.6,2,8,10
